# VIM-2 inh: inhibitors of Pseudomonas aeruginosa VIM-2 metallo-beta-lactamase; purified VIM-2, nitrocefin hydrolysis, epi-absorbance fluorescence; inhibition, % at 5.6 µM; 290,000 tested, 0.89% active;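 active = inhibition above the mean of all tested compounds plus 3 SD, cutoff set per screening run, cut at about 7.5% in these data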;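 note: red hydrolysis product quenches plate fluorescence so inhibitors raise well fluorescence; 0% = enzyme with DMSO and 100% = DMSO without enzyme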
# V1aR counter: counter-screen for oxytocin receptor agonists: human V1a receptor agonists; P37288; CHO-V1R cells, Fluo-8 calcium fluorescence, agonist mode; 0% DMSO, 100% 3 nM vasopressin; activation, % at 3 µM; 320,000 tested, 0.25% active; AID 2797;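 active = activation above the mean activation of all tested compounds plus 3 SD, per screening run, cut at about 20% in these data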;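 note: signal is peak over basal fluorescence ratio across a 100 second FLIPR read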
# GPR7 antag: blocks human GPR7 receptor signaling; GPR7-expressing cells, fluorescence antagonist assay; inhibition, % at 4.4 µM; 290,000 tested, 1.1% active; AID 1861; in the data active = inhibition above about 16%, passing the limit was not always enough;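 note: cells stimulated with the agonist NPW; 0% = agonist with vehicle and 100% = vehicle without agonist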
# Target sequence (P48145 whole entry, looked up): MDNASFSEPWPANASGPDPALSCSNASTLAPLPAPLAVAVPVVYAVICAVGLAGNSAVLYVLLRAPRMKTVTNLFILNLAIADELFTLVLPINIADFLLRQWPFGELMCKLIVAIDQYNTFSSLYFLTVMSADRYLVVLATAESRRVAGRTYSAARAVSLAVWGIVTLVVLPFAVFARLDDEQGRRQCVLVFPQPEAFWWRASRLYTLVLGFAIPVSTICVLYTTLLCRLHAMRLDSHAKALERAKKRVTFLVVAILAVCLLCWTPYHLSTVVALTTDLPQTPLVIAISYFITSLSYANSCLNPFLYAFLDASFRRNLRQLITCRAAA
# FID counter: displaces DNA intercalator in HCV helicase counter-screen | AID 1845 | 290,000 tested, 0.17% active | DNA fluorescent intercalator displacement, fluorescence | inhibition, % at 7.9 µM; in the data active = inhibition above about 37%;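 note: 0% = vehicle and 100% = reference compound; higher means more ethidium bromide displaced from hairpin DNA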
# HCV NS3 hel inh: blocks Hepatitis C virus NS3 helicase unwinding; NS3 helicase DNA unwinding, Cy5 molecular beacon fluorescence; inhibition, % at 10.9 µM; 290,000 tested, 0.56% active;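 active = inhibition above the mean of all tested compounds plus 3 SD, set per campaign, cut at about 35% in these data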;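 note: 0% = DMSO wells and 100% = thioflavine S control wells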
#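 Test system: hepatitis C virus NS3 helicase domain fragment enzyme. Also added: annealed dual-labelled DNA beacon duplex, ATP-started. Timing: 60 min unwinding reaction at 25 °C after ATP addition. Technique: Cy5 fluorescence. Measure: % inhibition of unwinding.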
# OXTR ag: human OXTR agonism | CHO-OTR cells, Fluo-8 calcium fluorescence; normalized: DMSO 0%, oxytocin 100% | activation, % at 3 µM | 320,000 tested, 0.32% active | AID 2435;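 active = activation above the mean of all tested compounds plus 3 SD, cutoff set per screening run, cut at about 20% in these data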;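 note: peak over basal fluorescence ratio from a 100 s FLIPR kinetic read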
# Target sequence (P30559 whole entry, looked up): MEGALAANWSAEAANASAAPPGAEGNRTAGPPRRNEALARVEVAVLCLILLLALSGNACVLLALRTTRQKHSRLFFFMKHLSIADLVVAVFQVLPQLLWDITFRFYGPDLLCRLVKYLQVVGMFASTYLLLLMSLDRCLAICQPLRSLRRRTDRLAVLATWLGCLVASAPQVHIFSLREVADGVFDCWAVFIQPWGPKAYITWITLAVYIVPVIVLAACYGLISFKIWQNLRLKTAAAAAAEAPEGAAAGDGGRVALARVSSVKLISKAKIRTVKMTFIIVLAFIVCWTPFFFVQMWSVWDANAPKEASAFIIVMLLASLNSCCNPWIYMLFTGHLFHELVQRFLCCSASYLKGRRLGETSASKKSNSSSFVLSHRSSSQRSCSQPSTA
# IMP-1 inhibitor: inhibitors of Pseudomonas aeruginosa IMP-1 metallo-beta-lactamase; purified IMP-1, nitrocefin hydrolysis, epi-absorbance fluorescence; inhibition, % at 5.6 µM; 290,000 tested, 0.45% active;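 active = inhibition above the mean plus 3 SD of all compounds in the same screening run, cut at about 4.5% in these data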;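 note: 0% = IMP-1 with DMSO and 100% = DMSO wells lacking enzyme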
#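 Material – recombinant IMP-1 enzyme, purified · Amount – IMP-1 0.2 nM before substrate addition · Medium – HEPES buffer pH 7.1 with ZnSO4 and Brij 35 · Timing – 25 °C, 15 min preincubation, 25 min reaction · Measured by – plate fluorescence quenching by hydrolysis product, ex 480/em 530 nm · Read-out – percent enzyme inhibition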
# GalR3 antag: antagonists of human GalR3. inhibition, % at 3 µM. HEK293 GalR3-CNG cAMP membrane potential fluorescence; galR3 body fused to GalR1 C-terminus. 360,000 tested, 0.44% active. O60755;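 active = inhibition above the screen-wide average plus 3 SD, cut at about 13% in these data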;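 note: forskolin and galanin both at EC90 stimulate the cells; cAMP rise reported by CNG channel membrane potential dye signal; 0% = forskolin plus galanin with DMSO and 100% = forskolin alone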
# PHOSPHO1 inh: PHOSPHO1 (human) inhibition; Q8TCT1; recombinant PHOSPHO1, absorbance phosphatase assay; inhibition, % at 13.3 µM; 290,000 tested, 1.1% active; AID 1565; in the data active = inhibition above about 60%
# Target sequence (Q8TCT1 whole entry, looked up): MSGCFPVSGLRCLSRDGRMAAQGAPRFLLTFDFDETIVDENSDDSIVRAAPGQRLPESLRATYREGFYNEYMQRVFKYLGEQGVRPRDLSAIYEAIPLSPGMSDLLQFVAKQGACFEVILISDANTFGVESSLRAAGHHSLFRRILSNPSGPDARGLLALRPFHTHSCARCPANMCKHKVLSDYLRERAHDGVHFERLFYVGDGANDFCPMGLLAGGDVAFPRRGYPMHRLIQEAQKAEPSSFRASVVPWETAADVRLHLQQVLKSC
# An asterisk follows results filed as active; . = no result given.
SMILES,VIM-2 inh,V1aR counter,GPR7 antag,FID counter,HCV NS3 hel inh,OXTR ag,IMP-1 inhibitor,GalR3 antag,PHOSPHO1 inh
CS(=O)(=O)c1ccc2nnn(OCC(=O)Nc3ccc(Br)cc3Br)c2c1,-3.5,5.2,3,-4,-1,2.3,-4.0,-4,1
Cc1ccc(-c2nnc(C)c(N3CCCC3)n2)cc1,-2.6,-1.4,-6,-5,4,-2.0,-2.3,-1,12
Cc1ccc(-c2csc(-c3ccncc3)n2)cc1,-2.2,-1.7,-11,-7,2,-2.6,-3.4,-2,45
CCOC(=O)C(NC(=O)CC)(Nc1ccccc1OC)C(F)(F)F (stereo not given),-0.3,-0.1,-3,-2,-2,0.2,-3.3,-1,3
COC(=O)c1cccc(COC(=O)c2cc3ccccc3oc2=O)c1,1.1,0.3,-11,-22,-2,-0.7,0.0,4,20
COc1ccc(OC)c(NC(=O)C(C)N2c3cccc4cccc(c34)S2(=O)=O)c1 (stereo not given),0.8,3.5,17,-28,-8,0.7,1.1,-8,10
COCc1[nH]nc2c1C(c1ccc(F)cc1F)C(C#N)=C(N)O2 (stereo not given),.,4.9,.,.,.,1.7,.,-4,-1
Cc1cccc(NC(=S)N(CCN2CCOCC2)Cc2ccccc2F)c1,-2.8,-1.0,-11,-8,-5,-2.2,-1.5,-5,48
COC(=O)c1ccc(CSc2nnc(N)s2)cc1,1.2,0.8,19*,2,10,0.3,0.1,0,7
Cc1nnsc1-c1c(C(=O)N2CCOCC2)c(C)nn1-c1ccccc1,-2.1,-1.6,-4,-4,8,0.1,-2.7,2,2
Nc1nonc1-c1nc2ccccc2n1CC(=O)Nc1ccccc1,-2.7,0.7,5,-1,9,0.0,-2.9,-5,10
O=[N+]([O-])c1ccc(/C([O-])=C(/C(=S)NCc2ccco2)[n+]2ccccc2)cc1,-6.3,-1.2,0,1,6,0.3,-2.3,-3,17
O=C(Oc1ccc(/C=N/O)cc1)c1ccccc1Cl,-1.5,0.1,-7,-8,-4,-0.6,-3.0,-5,-54
Cc1ccc(NC2=CC(=O)CC(c3ccco3)C2)c(N)c1 (stereo not given),-1.4,-0.5,3,-10,9,-1.5,-6.4,1,-14
N#CCCNC(=O)CCN1CCOCC1,-0.2,-0.2,-1,1,3,-0.4,-1.3,-1,2
CCc1nnc(NC(=O)CCC(=O)N2CCN(CCc3ccccc3)CC2)s1,.,-0.2,.,.,.,-0.3,.,-3,2
O=C(CSc1nc(-c2ccco2)cc(C(F)(F)F)n1)NCCN1CCOCC1,-2.6,-0.2,-5,2,9,0.5,-2.5,-6,9
Cc1cc(=O)[nH]c2nnc(-c3ccc(Cl)cc3)n12,0.6,0.4,-9,-1,1,0.1,-0.7,-8,10
Cc1ccc(-n2c(-c3ccc(Br)cc3)c[n+]3c2CCc2ccc4cccnc4c2-3)cc1,-3.3,-0.1,65*,14,-89,-0.2,-3.5,-2,41
CC(=O)N1c2ccc(S(=O)(=O)N3CCCC3)cc2CC1C(=O)NCc1ccccc1F (stereo not given),-4.1,0.6,-13,-23,15,0.8,-1.2,-8,54
O=C(CCc1ccccc1)NNC(=S)NC(=O)c1ccccc1,-2.8,0.8,-3,1,5,2.8,-2.6,-6,53
CCN(CC)CCN(C(=O)c1ccccc1OC)c1nc2ccc(F)cc2s1,-2.3,0.2,-2,10,-19,1.2,-2.6,-10,-17
COc1ccc(/C=N/NC(N)=S)cc1,0.4,4.7,-8,-1,4,-0.4,-1.0,-1,-16
COc1ccc(-c2csc(NC(=O)c3ccccc3OC)c2C(=O)O)cc1OC,0.2,1.4,-1,-32,14,2.3,-3.7,-3,-2
O=c1[nH]c(C2CCCN(S(=O)(=O)c3ccccc3)C2)nc2c1nnn2Cc1ccc2c(c1)OCCO2 (stereo not given),-2.5,-0.1,-2,-40,21,-0.4,-0.8,-8,33
CCOC(=O)c1c(/N=C/N(C)C)sc(/C=N/Nc2ccccc2)c1-c1ccc(Cl)cc1,3.2,0.3,13,-2,18,-1.2,1.6,-1,-6
CCOC(=O)N1CCN(S(=O)(=O)N2CCCC(C(=O)NCCc3ccc(C)cc3)C2)CC1 (stereo not given),-3.0,1.7,-2,-52,6,-1.4,-2.4,-8,24
CCn1c(C)[n+](CC)c2ccc(S(=O)(=O)N(C)C)cc21,-2.4,0.9,-9,0,4,1.2,-0.3,-7,1
NCCCCCC(=O)N/N=C/c1coc2ccccc2c1=O,-0.3,1.0,-19,-1,-10,0.1,-1.8,-1,-2
N#CCCN1CCN(S(=O)(=O)c2cc(Cl)ccc2Cl)CC1,2.3,0.4,16,0,-10,-0.8,1.1,-2,-11
COC(=O)c1ccc(CN2CCN(Cc3ccc(C(=O)OC)o3)CC2)o1,-1.0,-0.1,-4,-1,-4,0.4,2.2,-2,-2
CCCC(=O)Nc1nc2n(n1)C(c1ccccc1)CC(=O)N2 (stereo not given),-0.3,0.2,1,0,14,1.2,1.4,-1,15
Cc1ccc(SCC(=O)OCC(=O)NC2(C#N)CCCCC2)cc1,-1.7,.,-2,-24,-3,.,-3.6,-1,8
CC1c2ccccc2SC(CCCN(C)C)c2ccccc21 (stereo not given),0.8,4.2,-2,9,-19,7.6,-0.7,-6,4
Cc1ccc(C(C)C)c(OCCNCCc2ccccc2)c1,-0.7,6.5,20,32,-63,12,1.4,-5,.
CC(c1ccon1)N(C)C(=O)CCc1nnc(CCCCc2ccccc2)o1 (stereo not given),1.1,0.0,-11,-27,-5,0.8,-0.8,-2,40

# Among those listed so far, these have a furan ring, fused or not.
SMILES,VIM-2 inh,V1aR counter,GPR7 antag,FID counter,HCV NS3 hel inh,OXTR ag,IMP-1 inhibitor,GalR3 antag,PHOSPHO1 inh
O=[N+]([O-])c1ccc(/C([O-])=C(/C(=S)NCc2ccco2)[n+]2ccccc2)cc1,-6.3,-1.2,0,1,6,0.3,-2.3,-3,17
Cc1ccc(NC2=CC(=O)CC(c3ccco3)C2)c(N)c1 (stereo not given),-1.4,-0.5,3,-10,9,-1.5,-6.4,1,-14
O=C(CSc1nc(-c2ccco2)cc(C(F)(F)F)n1)NCCN1CCOCC1,-2.6,-0.2,-5,2,9,0.5,-2.5,-6,9
COC(=O)c1ccc(CN2CCN(Cc3ccc(C(=O)OC)o3)CC2)o1,-1.0,-0.1,-4,-1,-4,0.4,2.2,-2,-2

# Other records
SMILES,VIM-2 inh,V1aR counter,GPR7 antag,FID counter,HCV NS3 hel inh,OXTR ag,IMP-1 inhibitor,GalR3 antag,PHOSPHO1 inh
CCOC(=O)CSc1nc(-c2ccccc2)cc(C(F)(F)F)n1,-3.4,0.2,-3,-8,-3,-1.4,-2.4,3,6
COc1cc2c(cc1NC(=O)Nc1ccc(F)cc1)oc1ccccc12,-3.2,-0.3,-11,3,3,0.3,-2.3,-10,1
O=C(CN1CCOCC1)Nc1ccc(Oc2ccccc2)cc1,-4.8,3.7,-9,-8,1,2.5,-2.8,-1,-20
O=C(Cc1sc(Nc2ccccc2)nc1-c1ccccc1)NCc1ccccn1,-0.1,-0.5,-8,-13,-9,0.0,-2.7,-7,25
COc1cc([N+](=O)[O-])ccc1NC(=S)NC(=O)CC(C)(C)C,-0.3,-1.0,-5,1,4,-2.9,-1.8,-4,17
CN(C)S(=O)(=O)c1cccc(NC(=O)COC(=O)c2cc(=O)[nH]c(=O)[nH]2)c1,-3.0,-0.1,4,-3,16,-0.1,-2.1,-4,26
CCOc1ccc(C(=O)CCC(=O)NCC(=O)OCc2ccccc2)cc1OCC,-2.1,0.2,-4,-36,15,0.0,0.6,-4,20
O=C(CSc1nc2ccccc2s1)N/N=C/c1cc([N+](=O)[O-])ccc1O,-3.5,1.6,-11,-2,32,1.2,-3.3,-2,28
Cc1cccc(-c2nsc(SCC(=O)NCc3ccc4c(c3)OCO4)n2)c1,-1.1,0.6,-4,-1,2,-1.2,-0.4,-1,-3
Cn1c(N)c(C(=O)COC(=O)c2cc(C(F)(F)F)nc3ccccc23)c(=O)n(Cc2ccccc2)c1=O,-2.1,0.2,-9,-1,3,0.9,-1.7,.,-9
CC(=C/c1ccccc1)/C=N/Nc1nc(N2CCCCC2)nc(N2CCCCC2)n1,-4.7,-0.2,-14,-6,0,-0.5,-4.3,2,-22
COc1ccc(C(=O)c2ccc(OC)c(N)c2)cc1N,-3.0,0.2,9,-6,5,-0.2,-2.6,-7,7
COc1ccc(C(=O)Nc2cc(OC)nc(OC)n2)cc1,-3.3,-0.2,-3,-8,10,-0.5,-0.7,-3,2
Cn1c(CSc2nc3ccccc3s2)nnc1SCC(=O)NCc1ccccn1,-0.9,3.7,-1,-15,2,-0.6,-3.9,-3,-19
CC(SC(=S)N1CCCC1)C(=O)O (stereo not given),-3.0,0.1,-10,7,-7,-0.2,-2.1,-4,50
O=C1CCCc2c1cc(C(=O)O)c(=O)n2-c1ccccc1,1.1,-0.1,-3,19,-8,-1.5,-1.8,-3,48
CC(C)N(C)CCOC(=O)c1ccc2c(c1)OCCO2,-0.1,1.0,-2,2,-3,-0.5,-1.8,-3,3
CCOC(=O)N1CCN(S(=O)(=O)N2CCCC(C(=O)NCCCN3CCCCC3)C2)CC1 (stereo not given),-2.1,-0.6,-5,0,0,0.6,-1.5,-3,41
COc1cc(CNc2nc(C)c([N+](=O)[O-])c(C)c2C#N)cc(OC)c1,-1.8,0.1,-5,-2,1,-0.6,-3.2,2,18
Cc1nn(-c2nc3ccccc3[nH]2)c(N)c1-c1ccc(Cl)cc1,-2.6,3.2,0,-7,-10,1.0,-2.1,.,-5
CCOC(=O)N1CCN(c2cc(C)nc3nc(C)nn23)CC1,2.7,-0.4,2,1,1,0.4,-2.1,2,-2
COC(=O)CN=Cc1c(O)n(-c2ccc(Cl)cn2)c(=O)c2ccccc12,0.2,-1.0,-5,-4,-2,0.1,-3.3,1,23
CC(C)c1ccc(OCC(=O)N(c2ccccn2)C2CCCCC2)cc1,-2.6,4.7,-9,-29,3,-2.7,-3.3,-4,-12
CC(C)(C)NC(=O)CSc1nc(-c2ccc(F)cc2)cs1,-3.5,-1.7,-13,-13,6,-2.5,-0.9,-1,8
O=C(NC1CCCC1)C(c1ccccn1)N(C(=O)c1csnn1)c1ccccc1F (stereo not given),-3.2,-0.9,-16,-14,-12,-0.3,-2.4,-6,26
Cc1cc(NC(=O)c2cccc(N3C(=O)CCC3=O)c2)no1,0.2,2.2,-8,-4,7,1.5,-1.4,-1,23
Clc1ccc(-c2cn3cccnc3n2)cc1Cl,-3.8,1.3,0,-1,-1,-0.5,-3.9,-7,54
CN(C)c1nc(N)nc(/C(C#N)=C/C2CC3C=CC2C3)n1 (stereo not given),-1.5,0.0,-12,-4,-1,0.0,-4.0,-4,9
CC(=O)Nc1ccc(/C(C)=N\NC(=O)c2ccc(-c3ccccc3)cc2)cc1,-1.1,0.6,-9,-8,3,-0.3,-0.8,.,43
CN(C)CCCNC1=CC(=O)OC12CCCCC2,-2.8,1.2,-1,1,3,0.6,0.3,0,-26
O=C1C2C3C=CC(C2C(=O)N1c1cccc(O)c1)C1C2C(=O)N(c4cccc(O)c4)C(=O)C2C31 (stereo not given),-2.0,0.6,-1,-4,1,-0.5,0.4,-7,27

# Assay outcomes as filed in PubChem.
